ER stress death = ER stress cell death inhibition; CSM14.1 thapsigargin ER stress survival, ATP luminescence; relative survival (cellular ATP), % at 15 µg/mL (by protocol); actives 0.33% (n = 48,000); AID 1010;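 active = survival measured by cellular ATP above 50% at 15 µg/ml in the first screen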;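 note: cell death triggered by about 15 µM thapsigargin; ATP read 24 h after thapsigargin was added; plate controls were thapsigargin with DMSO for no effect and DMSO without thapsigargin for full effect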
* hit, by the source's call.

SMILES | ER stress death
COC(=O)C1=C(C)N(C)C(C)=C(C(=O)OC)C1c1cc(Br)ccc1OC | -2
CCc1ccc(/C=C2/SC(=S)N(CC(=O)Nc3nc4ccccc4s3)C2=O)cc1 | 2
Cc1cccc(N2C(=O)/C(=C/c3ccccc3[N+](=O)[O-])SC2=S)c1 | 3
O=C(NCCN1CCOCC1)c1nn2c(C(F)(F)F)cc(-c3ccccc3)nc2c1Cl | 8
O=C(NCCN1CCCCC1)c1ccc(/C=N/O)nc1 | 3
O=C(NCc1ccc(Cl)cc1)C(=O)Nc1cccc2ccccc12 | 11
CCOc1ccccc1N(CC(=O)NC1CCCC1)S(=O)(=O)c1ccccc1 | -1
COC(=O)COc1ccc(/C=C2\C(=O)NC(=O)N(C)C2=O)cc1OC | 12
O=C(Cc1ccc([N+](=O)[O-])cc1)Nc1ccc(F)cc1F | 10
CN(C)c1ccc(/C=N/Nc2nnc(-c3ccccc3)c(-c3ccccc3)n2)cc1 | 4
COc1ccccc1CN/C(C)=C(\C#N)C(N)=O | 9
CN(C)c1cccc(C(=O)NCCc2ccccc2)c1 | -7
S=C(NCCSc1ccccn1)Nc1ccccc1 | 4
COC(=O)c1ccccc1NC(=O)CN(c1cccc(Cl)c1)S(C)(=O)=O | 12
O=C(N/N=C/c1cccc([N+](=O)[O-])c1)c1cc[n+](CCO)cc1 | 13
CCOc1ccc(C=NN2CCN(c3ccccn3)CC2)cc1 | 17
CCOC(=O)c1sc(NC(=O)CCOc2ccccc2)c(C(=O)OCC)c1C | 6
COC(=O)c1cccc(NC(=O)c2ccccc2OC)c1 | 18
NC(=O)Nc1ccc(C23CC4CC(CC(C4)C2)C3)cc1 | -8
Cc1cc(Cl)ccc1OCC(=O)Nc1ccccc1C(N)=O | -4
CCCC(=Nc1ccc(OC)cc1)C1=C(O)CC(C)(C)CC1=O | 8
Cc1cc(-n2c(C)cc(C=O)c2C)cc(C)c1Br | 8
O=C(NNC(=O)C1CCCCC1)c1ccccc1Cl | 7
Cc1cc(C)c2[nH]c(O)c(N=NC(=O)/C(=C\c3ccc([N+](=O)[O-])cc3)NC(=O)c3ccccc3)c2c1 | 13
COC(=O)CN1C(CCN2CCOCC2)=Nc2ccc(Br)cc2C1c1ccccc1 (stereo not drawn) | -7

More entries
SMILES | ER stress death
O=C(c1ccccc1CCc1ccccc1)N1CCCc2ccccc21 | 7
O=C(/C=C/c1ccco1)Nc1ccc(Cl)cc1C(=O)O | -5
Clc1ccc(-c2nc(N3CCCC3)c3ccccc3n2)cc1 | 8
O=C(CNc1cccc2ccccc12)c1ccc([N+](=O)[O-])cc1 | 10
C=CCn1c(SCC(=O)OCC)nc2sc3c(c2c1=O)CCC3 | 4
Cc1ccc(-c2cc(C(=O)Nc3cccc(F)c3)c3ccccc3n2)o1 | 10
O=C(NCCCCOc1ccccc1)C(O)(c1ccc(F)cc1)c1ccc(F)cc1 | 8
CCCCOc1cccc(C(=O)Nc2ccc([N+](=O)[O-])cc2OC)c1 | 3
CCOC(=O)c1ccc(Nc2c(N)c(=O)oc3ccccc23)cc1 | 6
CC1=CC(C)(C)N(Cc2ccc([N+](=O)[O-])cc2)c2cc(C)ccc21 | -5
O=c1/c(=C/c2ccc(-c3ccccc3)o2)sc2nc3ccccc3n12 | 13
O=C(NC(=S)Nc1ccc(Cl)c(Cl)c1)c1ccc(Cl)cc1 | 13
CCOC(=O)C(=O)Nc1nc(C23CC4CC(CC(C4)C2)C3)cs1 | 6
CC1(C(=O)NCc2cccnc2)CC2c3ccccc3C1c1ccccc12 (stereo not drawn) | 0
Cc1ccc(NC(=O)c2ccc(-c3ccc(Cl)cc3Cl)o2)c([N+](=O)[O-])c1 | -2
CCC(=O)c1ccc(N2CCN(C(=O)c3ccc(F)cc3)CC2)c(F)c1 | 9
COC(=O)c1cc(NC(=O)c2cc3ccccc3oc2=O)cc(C(=O)OC)c1 | 2
CCC1=NN2C(=N)/C(=C/c3ccc(OC)c(OC)c3)C(=O)N=C2S1 | 9
O=C(O)c1sc2ccccc2c1Cl | 17
O=C(Nc1ccc(Cl)cc1)c1cc2n(n1)C(C(F)(F)F)CC(c1ccco1)N2 (stereo not drawn) | 7
COc1cccc(C2=NN(C(=O)CCc3ccccc3)C(O)(C(F)(F)F)C2)c1 (stereo not drawn) | 11
CC1=C(C#N)c2nc(N)c(C#N)c(C)c2/C1=C/c1ccc(-c2ccc([N+](=O)[O-])cc2C)o1 | 3
Cc1ccc(OCC(=O)Nc2ncc(S(=O)(=O)c3ccc([N+](=O)[O-])cc3)s2)c(C(C)(C)C)c1 | 12
Brc1ccc(OCCCN2CCOCC2)cc1 | -13
O=S1(=O)N=C(SCCO)c2ccccc21 | 11

For convenience, part of the list above.
SMILES | ER stress death
COC(=O)C1=C(C)N(C)C(C)=C(C(=O)OC)C1c1cc(Br)ccc1OC | -2
CCc1ccc(/C=C2/SC(=S)N(CC(=O)Nc3nc4ccccc4s3)C2=O)cc1 | 2
Cc1cccc(N2C(=O)/C(=C/c3ccccc3[N+](=O)[O-])SC2=S)c1 | 3
O=C(NCCN1CCOCC1)c1nn2c(C(F)(F)F)cc(-c3ccccc3)nc2c1Cl | 8
O=C(NCCN1CCCCC1)c1ccc(/C=N/O)nc1 | 3
O=C(NCc1ccc(Cl)cc1)C(=O)Nc1cccc2ccccc12 | 11
CCOc1ccccc1N(CC(=O)NC1CCCC1)S(=O)(=O)c1ccccc1 | -1
COC(=O)COc1ccc(/C=C2\C(=O)NC(=O)N(C)C2=O)cc1OC | 12
O=C(Cc1ccc([N+](=O)[O-])cc1)Nc1ccc(F)cc1F | 10
CN(C)c1ccc(/C=N/Nc2nnc(-c3ccccc3)c(-c3ccccc3)n2)cc1 | 4
COc1ccccc1CN/C(C)=C(\C#N)C(N)=O | 9
CN(C)c1cccc(C(=O)NCCc2ccccc2)c1 | -7
S=C(NCCSc1ccccn1)Nc1ccccc1 | 4
COC(=O)c1ccccc1NC(=O)CN(c1cccc(Cl)c1)S(C)(=O)=O | 12
O=C(N/N=C/c1cccc([N+](=O)[O-])c1)c1cc[n+](CCO)cc1 | 13
CCOc1ccc(C=NN2CCN(c3ccccn3)CC2)cc1 | 17
CCOC(=O)c1sc(NC(=O)CCOc2ccccc2)c(C(=O)OCC)c1C | 6
COC(=O)c1cccc(NC(=O)c2ccccc2OC)c1 | 18
NC(=O)Nc1ccc(C23CC4CC(CC(C4)C2)C3)cc1 | -8
Cc1cc(Cl)ccc1OCC(=O)Nc1ccccc1C(N)=O | -4
CCCC(=Nc1ccc(OC)cc1)C1=C(O)CC(C)(C)CC1=O | 8
Cc1cc(-n2c(C)cc(C=O)c2C)cc(C)c1Br | 8

The results go on:
SMILES | ER stress death
Cc1oc(C(C)(C)C)cc1C(=O)Nc1ccc(NC(=O)C(=O)O)cc1 | -2
Cc1ccc(N2C(=O)CC(NCCc3ccc(Cl)cc3)C2=O)cc1Cl (stereo not drawn) | 2
CCOc1cc(/C=C2\C=C(c3ccc(C)cc3)OC2=O)ccc1OC(C)=O | -2
Cc1ccc(C(=O)Nc2ccccc2C(=O)N2CCOCC2)cc1 | 7
O=C(Nc1ccc(NC(=O)c2ccc([N+](=O)[O-])cc2Cl)cc1)c1ccco1 | 5
Cc1c(NC(=O)c2cccc(I)c2)cccc1[N+](=O)[O-] | 3
Cc1cc(C=Nc2ccccc2)c(O)s1 | -3
O=C(NC(=S)Nc1cccc(C(F)(F)F)c1)c1ccco1 | 4
O=C1NC(=Nc2ccc(F)cc2)S/C1=C\c1ccco1 | 2
CCSc1nnc(NC(=O)c2sc3ccccc3c2Cl)s1 | 9
CC(C)(C)NCCOc1ccc(Cl)cc1Cl | -5
CCNC(=O)CN(c1ccccc1OCC)S(=O)(=O)c1ccccc1 | 11
Cc1ccc(NC(=O)CN(c2cccc(Br)c2)S(=O)(=O)c2ccccc2)cc1 | 12
COc1ccc(C2CC(C(F)(F)F)n3nc(C(=O)N4CCN(c5ccccc5)CC4)c(Cl)c3N2)cc1OC (stereo not drawn) | 13
Fc1ccc(NC(=S)N2CCCC2)cc1 | -1
COc1cc(/C=C2/SC(=S)N(Cc3ccccc3)C2=O)ccc1OCC#N | 2
COc1ccccc1N=C(NOCc1ccc(Cl)cc1Cl)c1nonc1N | 7
COc1ccc(C2C(C(C)=O)=C(O)C(=O)N2CCN(C)C)cc1 (stereo not drawn) | 0
COc1cc(OC)c(OC)cc1C=NNC(=O)Cn1nnc2ccccc21 | 8
Cc1cccc(C(=O)Nc2ccc(C(=O)/C=C/c3cccs3)cc2)c1 | 3
O=C(/C=C/c1ccc2c(c1)OCO2)NC(c1ccccc1)c1ccccc1 | 5
COc1cccc(OC)c1C(=O)Nc1sc(C)c(C)c1C(N)=O | 6
CCOc1ccc(N(CC(=O)N[C@@H]2C[C@H]3CC[C@@H]2C3)S(C)(=O)=O)cc1 | 7
COc1cc(/C=N\NC(=O)COc2cccc(Cl)c2)ccc1OC(=O)c1cc(OC)c(OC)c(OC)c1 | 5
N#CC(C#N)=CNc1ccc([N+](=O)[O-])cc1 | -4

Next section:
SMILES | ER stress death
Cc1cc(NNC(=O)c2ccccc2O)c2cccc(C)c2n1 | 1
COc1cccc(/C=C2\SC(=S)N(NC(=O)c3cccc([N+](=O)[O-])c3)C2=O)c1 | 3
Cc1sc2nc(-c3cc(Cl)ccc3O)[nH]c(=O)c2c1C | 6
CC(=O)NCC1OCCc2ccccc21 (stereo not drawn) | 4
CSc1ccccc1C(=O)O/N=C(\c1ccncc1)c1ccc([N+](=O)[O-])cc1 | 0
N#C/C(=C(/O)c1ccc([N+](=O)[O-])cc1)c1nc2ccccc2[nH]1 | 6
NS(=O)(=O)c1ccc(NC(=S)Nc2ccc(F)cc2)cc1 | 1
Cc1ccc(-c2csc(Nc3cccc(O)c3)n2)c(C)c1 | -9
CCCCN(CCCC)CCCCSc1ccc(O)cc1 | -5
COc1cc(CN2CCN(C(=O)CC(C)C)CC2)cc(OC)c1O | -3
COc1ccc(C(=O)Nc2cccc(-c3nc4ccccc4s3)c2)cc1Br | 0
CC(C)(C)C(=O)/C=C(O)\C(O)=C/C(=O)C(C)(C)C | -5
CCOc1cc(C=C2C(=O)NC(=O)NC2=O)ccc1OCCOCCOc1ccc(C)cc1 | 7
COc1ccc2c(c1)-c1c(sn(-c3cc(C)cc(C)c3)c1=S)C(C)(C)N2 | 8
CC1=C(C(=O)Nc2ccc(Br)cc2)C(c2ccccc2Br)NC(=O)N1 (stereo not drawn) | 8
Cc1sc2nc(SCC(=O)NCCO)[nH]c(=O)c2c1C | 7
Cc1cc(=O)oc2c1ccc1oc(/C(=N\O)c3ccccc3)c(-c3ccccc3)c12 | -1
C/C(=C\COc1cc(=O)[nH]c2ccccc12)CCC1OC(C)(C)OC1(C)C (stereo not drawn) | -1
COC(=O)c1cc(C(=O)N2CCN(c3ccccc3OC)CC2)cc([N+](=O)[O-])c1 | 8
C/C(=N/Nc1nc(-c2ccccc2)cs1)C(C)(C)C | -5
CC(C)OC(=O)C1C(=O)CC(C)(O)C(C(=O)OC(C)C)C1c1ccc(F)cc1 (stereo not drawn) | 9
CC(C)N(C(=O)CSc1nc2ccccc2s1)c1ccccc1 | 44
COC(=O)C1=C(C)NC2=C(C(=O)CC(c3ccc4c(c3)OCO4)C2)C1c1ccc(Br)cc1 (stereo not drawn) | 12
CC1=CC(C)(C)N(C(=O)COc2nc3ccccc3s2)c2ccccc21 | 7
Cc1ccc(-c2ccc(/C=N/n3nnnc3N)o2)cc1Cl | 9

Continuation:
SMILES | ER stress death
COC(=O)c1c(NC(=O)c2c(F)cccc2F)sc2c1CCC(C(C)(C)C)C2 (stereo not drawn) | 2
CC(C)OCCCNC(=O)C(=O)NCc1cccc(CNC(=O)C(=O)NCCCOC(C)C)c1 | 9
NC(=O)c1cccc(S(=O)(=O)N2CCOCC2)c1 | -3
COc1ccc(-n2c(NN)nc3sc4c(c3c2=O)CCCC4)cc1 | 18
CCOc1ccc(NC(=O)CN(c2cc(C)cc(C)c2)S(=O)(=O)c2ccccc2)cc1 | 8
CS(=O)(=O)N(CC(=O)N1CCCC1)c1ccc(Cl)cc1 | 1
CC(=O)c1ccc(N2C(=O)c3ccccc3C2=O)cc1 | 6
c1ccc(-c2ccc(-c3nc(-c4ccccc4)no3)cc2)cc1 | 7
COc1ccc2nc(NC(=O)C(C)(C)C)sc2c1 | -12
CCC(=O)Oc1ccc2c(C)c(CC)c(=O)oc2c1I | 18
O=[N+]([O-])c1ccccc1C=Nc1cc2c(cc1Br)OCCO2 | 5
CC(C(=O)Nc1ccccc1Br)N1C(=O)c2ccccc2C1=O (stereo not drawn) | 9
CCOc1cccc(C2C(C(=O)OC)=C(C)N(C)C(C)=C2C(=O)OC)c1 | -2
O=C(CCc1ccccc1)NCCN1CCOCC1 | 4
Cc1ccc2c(nc3s/c(=C\c4ccc(Cl)cc4Cl)c(=O)n32)c1C | 6
CCOc1cc(C(=O)Nc2cc(C(=O)OC)ccc2C(=O)OC)cc(OCC)c1OCC | 10
COc1ccc(C(=O)Nc2nnc(Cc3ccc(OC)c(OC)c3)s2)cc1 | 6
COCCNc1nc(-c2ccc(Cl)cc2)nc2ccccc12 | 2
COC(=O)c1ccc(C(=O)OC)c(NC(=O)COc2ccc(C)cc2C)c1 | 3
COC(=O)CNC(=O)c1ccccc1F | 5
COc1cc(/C=C2/SC(=S)NC2=O)c([N+](=O)[O-])cc1OC | 10
COc1ccc(C(=O)Nc2ccc(C(C)C)cc2)cc1[N+](=O)[O-] | 17
CCCNC(=O)COc1ccc(C)cc1Br | -21
Oc1c(CN2CCCCC2)cc(CN2CCCCC2)nc1-c1ccccc1 | 0
O=C(NCCN1CCOCC1)c1cccc(C(=O)NCCN2CCOCC2)c1 | 9

The list continues.
SMILES | ER stress death
O=C(CCN1C(=O)c2ccccc2C1=O)N1CCN(c2ccccc2)CC1 | 6
COc1cccc2cc(C(=O)Nc3c(C)n(C)n(-c4ccccc4)c3=O)c(=O)oc12 | 4
Cc1c(C)c(C)c(C(=O)Nc2ccc(Cl)c(C(N)=O)c2)c(C)c1C | 0
Cc1ccc(Nc2cc(=O)[nH]c(=O)[nH]2)cc1 | 6
Cc1cc(C)c(OCCN2CCCC2)c(Cl)c1 | -3
O=C(COc1ccc2ccccc2c1)Nc1ccc(Br)c(Cl)c1 | 2
Cc1ccc(/C=N/N=C/c2ccc(C)cc2)cc1 | 1

A portion of the library; rates above refer to the full screens.
